# Abs 340nm: absorbance at 340 nm; compound absorbance at 340 nm, fold over control; fold change at 10 µM; 65,000 tested, under 10 active;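 active = at 10 µM dose, initial 340 nm absorbance at least 2 fold that of control wells; inactive = change under 2 fold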;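 also: initial absorbance extrapolated from kinetic A340 decline of NADH oxidation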
# MKP-1 inh: inhibitors of human MKP-1 phosphatase | recombinant MKP-1, OMFP hydrolysis fluorescence | inhibition, %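 (compounds tested at a single concentration somewhere between 10 and 100 µM)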 | 0.15% of 65,000 active;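 active = inhibition above about 50%, limit read from the data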;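 also: 0% = DMSO max control wells and 100% = wells with enzyme stopped by NaOH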
# Her2 expr inh: inhibitors of human Her2 kinase expression; 0.69% of 65,000 active; HER2 level % of control, % at 10 µM; P04626; SKBR-3 HER2 protein level, AlphaScreen, 18-24 h; hits give low values;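 active = HER2 level under 5% of the carrier-only control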;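 also: 100% = DMSO carrier and 0% = 500 nM PU-H71 HSP90 inhibitor; lower value means stronger loss of Her2 protein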
# Target sequence (P04626 whole entry, looked up): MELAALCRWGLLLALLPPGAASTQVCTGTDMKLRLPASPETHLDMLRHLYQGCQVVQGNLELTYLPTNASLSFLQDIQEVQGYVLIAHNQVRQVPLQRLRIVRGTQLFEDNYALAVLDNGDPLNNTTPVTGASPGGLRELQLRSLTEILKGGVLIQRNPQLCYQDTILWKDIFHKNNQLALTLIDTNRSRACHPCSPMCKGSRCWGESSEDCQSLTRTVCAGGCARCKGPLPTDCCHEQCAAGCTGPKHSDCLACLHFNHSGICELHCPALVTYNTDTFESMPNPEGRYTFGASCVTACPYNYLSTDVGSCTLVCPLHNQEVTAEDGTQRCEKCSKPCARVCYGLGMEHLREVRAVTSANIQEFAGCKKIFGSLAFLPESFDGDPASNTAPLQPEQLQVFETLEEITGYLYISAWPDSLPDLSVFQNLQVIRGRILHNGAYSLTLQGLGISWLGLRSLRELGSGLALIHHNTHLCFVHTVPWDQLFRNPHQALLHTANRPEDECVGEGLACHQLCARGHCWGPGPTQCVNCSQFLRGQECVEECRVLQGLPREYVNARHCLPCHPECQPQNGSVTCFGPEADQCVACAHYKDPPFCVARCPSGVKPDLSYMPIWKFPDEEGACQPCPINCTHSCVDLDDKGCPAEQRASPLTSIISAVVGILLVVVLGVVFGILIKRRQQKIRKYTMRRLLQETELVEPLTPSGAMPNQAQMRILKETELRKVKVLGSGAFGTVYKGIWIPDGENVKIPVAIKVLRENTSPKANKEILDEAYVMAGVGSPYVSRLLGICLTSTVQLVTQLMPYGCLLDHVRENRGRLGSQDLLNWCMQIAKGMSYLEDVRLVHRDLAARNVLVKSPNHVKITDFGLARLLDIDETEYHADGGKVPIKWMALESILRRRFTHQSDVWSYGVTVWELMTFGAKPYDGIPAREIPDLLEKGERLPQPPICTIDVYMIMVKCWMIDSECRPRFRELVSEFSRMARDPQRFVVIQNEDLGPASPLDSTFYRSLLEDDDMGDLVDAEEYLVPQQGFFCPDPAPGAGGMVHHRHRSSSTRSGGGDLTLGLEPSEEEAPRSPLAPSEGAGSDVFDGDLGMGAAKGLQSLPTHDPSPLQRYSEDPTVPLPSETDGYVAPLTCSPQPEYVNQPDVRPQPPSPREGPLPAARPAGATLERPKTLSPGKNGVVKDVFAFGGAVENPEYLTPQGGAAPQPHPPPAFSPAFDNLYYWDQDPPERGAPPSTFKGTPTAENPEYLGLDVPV
# Hsp90 inh: displaces geldanamycin probe from tumor Hsp90. P07900. AID 429. 0.35% of 64,000 active. inhibition, % at 30 µM. NCI-N417 lysate Hsp90, Cy3B-geldanamycin FP displacement;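 active = inhibition above 50%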;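 also: 0% = tracer plus lysate wells and 100% = tracer alone without lysate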
# Fluor 339 460: intrinsic fluorescence of library compounds, ex339/em460 – biochemical, MLSMR library, data from DPM-DC assay, artefact control, profiling panel; compound autofluorescence, ex339/em460 nm, NADH buffer; hits give high values; 1 = no-compound wells, NADH background; fluorescence fold increase at 10 µM; 5.5% of 65,000 active;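 active = at 10 µM, mean starting fluorescence two-fold or more over control wells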;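 also: signal is the first read of a kinetic run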
# JNK3 blocker: blocks human JNK3 kinase activity; purified JNK3 kinase activity, HTS; inhibition, % at 8 µM; P53779; 0.61% of 60,000 active; in the data active = inhibition above about 17%;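 also: 0% = DMSO and 100% = reference inhibitor; many of its hits are not listed in these tables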
# Cdc25B block: inhibitors of human Cdc25B phosphatase; P30305; recombinant Cdc25B, OMFP fluorescence Ex485/Em525; inhibition, %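 (compounds tested at 10 µM final in the well)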; 0.1% of 65,000 active; in the data active = inhibition above about 50%
# PKA inh: PKA (human) kinase inhibition | P17612 | 0.1% of 65,000 active | inhibition, % at 6 µM | AID 524 | PKA Kemptide phosphorylation, Kinase-Glo ATP luminescence;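 active = inhibition above the screen-wide mean inhibition plus 3 SD, cut at about 21% in these data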; also: many of its hits are not listed in these tables
# ROCK2 blocker: blocks human Rho kinase 2 activity; AID 604; 0.35% of 60,000 active; purified ROCK2, Kinase-Glo ATP depletion luminescence; inhibition, % at 6 µM; O75116;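 active = inhibition above the screen-wide mean inhibition plus 3 SD, cut at about 18% in these data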;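 also: plate controls were DMSO wells for no effect and Y-27632 control wells after no-enzyme background subtraction for full effect; many of its hits are not listed in these tables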
# Numbers without * were called inactive; . = no result given.
# The first 6 compounds, ahead of the listing:
# Second line of a record – Abs 340nm	MKP-1 inh	Her2 expr inh	Hsp90 inh	Fluor 339 460	JNK3 blocker	Cdc25B block	PKA inh	ROCK2 blocker
[1] COc1ccc(S(=O)(=O)N(CC(=O)Nc2cc(C)on2)Cc2ccccc2)cc1
 : 0.99	6	84	-3	1.1	7	-3	5	1
[2] CCn1c(SCC(=O)Nc2ccc3c(c2)OCCO3)nc2c(c1=O)SC(C)C2 (stereo not drawn)
 : 1.1	5	95	-2	1	5	-5	14	4
[3] Cc1ccccc1Cn1nc(C)c(NC(=O)c2noc3c2CCCC3)c1C
 : 0.98	-3	102	-4	1	-3	5	-5	-2
[4] Cc1ccccc1Cn1nc(C)c(NC(=O)c2cc3nc(-c4ccco4)cc(C(F)(F)F)n3n2)c1C
 : 1.1	31	89	-2	1.8	-3	-1	-5	6
[5] COc1cccc(N2C(=O)C(CC(=O)Nc3ccccc3)N(C3CCCCC3)C2=O)c1 (stereo not drawn)
 : 0.96	15	103	-2	1.1	.	-17	7	.
[6] CC(C)CNS(=O)(=O)c1ccc(CCC(=O)NCc2ccco2)cc1
 : 1	5	90	-3	1	-1	-13	8	9

# All compounds of this part, from the start:
# Second line of a record – Abs 340nm	MKP-1 inh	Her2 expr inh	Hsp90 inh	Fluor 339 460	JNK3 blocker	Cdc25B block	PKA inh	ROCK2 blocker
[1] COc1ccc(S(=O)(=O)N(CC(=O)Nc2cc(C)on2)Cc2ccccc2)cc1
 : 0.99	6	84	-3	1.1	7	-3	5	1
[2] CCn1c(SCC(=O)Nc2ccc3c(c2)OCCO3)nc2c(c1=O)SC(C)C2 (stereo not drawn)
 : 1.1	5	95	-2	1	5	-5	14	4
[3] Cc1ccccc1Cn1nc(C)c(NC(=O)c2noc3c2CCCC3)c1C
 : 0.98	-3	102	-4	1	-3	5	-5	-2
[4] Cc1ccccc1Cn1nc(C)c(NC(=O)c2cc3nc(-c4ccco4)cc(C(F)(F)F)n3n2)c1C
 : 1.1	31	89	-2	1.8	-3	-1	-5	6
[5] COc1cccc(N2C(=O)C(CC(=O)Nc3ccccc3)N(C3CCCCC3)C2=O)c1 (stereo not drawn)
 : 0.96	15	103	-2	1.1	.	-17	7	.
[6] CC(C)CNS(=O)(=O)c1ccc(CCC(=O)NCc2ccco2)cc1
 : 1	5	90	-3	1	-1	-13	8	9
[7] O=C(Nc1ccc(Br)c(Cl)c1)C1CC1
 : 1	3	121	0	1	1	5	2	8
[8] Cc1ccc(NC(=O)CSC2=C(C#N)C(c3ccc4c(c3)OCO4)CC(=O)N2)cc1C (stereo not drawn)
 : 1	-6	145	5	1.1	1	2	-1	1
[9] NC(=O)c1cc(N2C(=O)C3CC=CCC3C2=O)ccc1N1CCCCC1 (stereo not drawn)
 : 1	11	80	-2	1.1	-8	-3	0	3
[10] CCCn1c(N2CCN(S(=O)(=O)Cc3ccccc3)CC2)nc2ccccc21
 : 0.99	-14	47	-1	1.1	5	-24	6	-6
[11] Cc1cc(C(=O)Nc2ccc(C(=O)O)cc2)c(-c2ccccc2)o1
 : 1.1	-3	96	-7	1.2	0	-14	3	-1
[12] COCCn1c(C2CCCCC2)nc2sc3ccccc3c(=O)c2c1=O
 : 1.1	0	82	-5	1.1	1	-6	2	1
[13] CCN(CC)c1ccc(C(=O)Nc2cccc(F)c2)cc1
 : 1.1	-1	90	1	1.4	-5	1	3	2
[14] c1cncc(-c2noc(-c3ccco3)n2)c1
 : 1	2	118	-6	1	-8	-11	3	1
[15] CCOC(=O)Cn1nc(-c2ccc(C)cc2)ccc1=O
 : 0.98	0	64	-9	1.2	.	-10	-4	.
[16] c1nc2sc3c(c2c2nnnn12)CCCC3
 : 1	1	142	0	1.5	7	4	2	0
[17] O=C(c1ccc(S(=O)(=O)N2CCOCC2)cc1)N1CCN(c2ccccc2)CC1
 : 1	11	84	-5	1.1	1	2	1	2
[18] C=CCn1c(=O)c(C(=O)Nc2ccccc2O)c(O)c2ccccc21
 : 1.1	2	65	2	1.4	4	3	4	-8
[19] CCCn1c(SCC(=O)N2CCCC2)nc2c1c(=O)n(C)c(=O)n2C
 : 1	22	95	2	1.1	-4	3	-6	-11
[20] Cn1cc(S(=O)(=O)CC(=O)Nc2ccc3c(c2)OCO3)c2ccccc21
 : 1	.	129	.	1.1	.	.	-8	.
[21] O=C(CN1CCCc2ccccc21)NCc1ccc2c(c1)OCO2
 : 0.85	-6	82	-6	1.1	-9	3	11	8
[22] Cc1ccc(CNc2nc3ccccc3s2)s1
 : 1	-6	101	-7	1.1	4	-2	6	2
[23] N#CC1=C(C2CC2)CC(c2ccccc2)C(C#N)=C1N (stereo not drawn)
 : 1.1	-6	93	-1	1.7	6	8	1	2
[24] CCc1ccc(-c2nc(CN3CCC(C(=O)N4CCN(c5ccccc5)CC4)CC3)c(C)o2)cc1
 : 0.99	37	-15*	-2	1	0	-33	-6	-2
[25] CS(=O)CCC(NS(=O)(=O)c1ccccc1)C(=O)O (stereo not drawn)
 : 1.1	2	92	3	1.1	-1	-1	-6	-6
[26] COc1cc(C)nc(N2CCCC(C(=O)NC3CCC(C)CC3)C2)n1 (stereo not drawn)
 : 1	21	122	2	1.1	1	-6	5	5
[27] O=C(Nc1ccc2c(c1)OCO2)N1CCN(C(=O)C2CCCO2)CC1 (stereo not drawn)
 : 1	26	91	-5	1.1	-3	-7	2	-2
[28] COc1ccccc1-c1nnc2sc(-c3cnccn3)nn12
 : 1.1	7	101	-18	1.1	3	-8	6	0
[29] CCCOCCOC(=O)c1[nH]c2c(c1C)C(=O)CC(c1cc(OC)ccc1OC)C2 (stereo not drawn)
 : 1	2	36	2	1.1	-5	-9	8	1
[30] COc1cccc(C2=NOC(C(=O)N3CCN(Cc4ccccc4)CC3)C2)c1OC (stereo not drawn)
 : 1	3	107	1	1.1	0	7	2	3
[31] O=c1c(-c2ccc3c(c2)OCCO3)coc2cc(O)cc(O)c12
 : 1.1	-1	65	-5	1.1	2	-12	6	4
[32] COc1ccc(NC(=O)C2CCN(c3cc(-c4ccccc4)nc4ncnn34)CC2)cc1OC
 : 1.1	29	79	-2	1.1	6	-1	4	0
[33] CCOC(=O)C1CCN(C(=O)COc2ccc(Br)cc2)CC1
 : 1	-5	114	6	1.2	-6	4	10	6
[34] Cc1ccc(N2CCN(C(=O)c3ccccc3)CC2)c(C)c1
 : 0.99	-2	91	-3	1	-4	-9	-6	-7
[35] Cc1ccc(-c2noc(CCCC(=O)N3CCOCC3)n2)cc1
 : 1	-13	114	-1	1.1	-3	-5	6	5
[36] CCOC(=O)CN(C(=O)CSc1nnc2c(n1)[nH]c1ccccc12)c1ccccc1
 : 1.1	-21	71	-2	1	-4	-14	8	8
[37] CCOC(=O)CSc1nc(C)cc(=O)[nH]1
 : 1.1	0	58	-5	1.1	7	-10	7	6
[38] O=C1NC2(CCOc3ccccc32)C(=O)N1CC(=O)N(Cc1ccccc1)C1CCS(=O)(=O)C1 (stereo not drawn)
 : 1	37	100	2	1.1	-3	12	9	4
[39] O=S(=O)(/N=C(\c1ccccc1)N1CCOCC1)c1cccs1
 : 1.1	3	77	2	1.2	2	1	-4	-5
[40] NS(=O)(=O)c1ccc(CCNC(=O)c2cncc(Br)c2)cc1
 : 1	0	96	-4	1.2	2	3	3	6
[41] N#Cc1nc(-c2ccccc2Cl)oc1NCC1CCCO1 (stereo not drawn)
 : 1.1	0	90	-1	1.7	5	7	-3	2
[42] CC(=O)[C@H]1[C@H](C#N)C[C@H]2[C@@H]3CC=C4C[C@@H](O)CC[C@]4(C)[C@H]3CC[C@@]21C
 : 0.98	4	91	-2	0.99	-2	-14	-8	-2
[43] COc1cccc(-c2nc(CS(=O)(=O)CC(=O)Nc3c(C)cccc3C)c(C)o2)c1
 : 1.1	-4	52	-1	1.1	3	-11	0	3
[44] Cc1ccc(S(=O)(=O)N2CCCC(C(=O)NCc3ccccn3)C2)cc1 (stereo not drawn)
 : 1	2	92	-1	1.1	-2	5	-4	-1
[45] C=CCn1c(Cc2nc3ccccc3[nH]2)n[nH]c1=S
 : 1	4	107	-5	1.1	-1	7	-1	-2
[46] Cc1nc2nc[nH]n2c(=O)c1NC(=O)CCc1ccccc1
 : 0.99	-21	81	-5	1.1	4	-10	-1	1
[47] O=C1CC(C(=O)Nc2ccc(C(=O)N3CCOCC3)cc2)C2(CCCCC2)O1 (stereo not drawn)
 : 1	10	80	-3	1.1	9	-1	1	1
[48] CC(=O)Nc1ccc(S(=O)(=O)N2CCN(Cc3ccncc3)CC2)cc1
 : 1	-7	118	-2	1	9	-1	-7	-3
[49] CC(=O)OC1(C(F)(F)F)Oc2ccccc2NC1=O (stereo not drawn)
 : 1	4	76	-1	1.1	-7	28	-2	-3
[50] O=c1cc[nH]c2c(C(F)(F)F)cccc12
 : 1.1	7	108	1	1.7	-5	-8	5	5
[51] CC(C)(C)NC(=O)C(c1ccco1)N(C(=O)Cn1nnc(-c2ccc(F)cc2)n1)c1ccccc1F (stereo not drawn)
 : 0.99	7	83	-1	1.1	-1	8	-2	1
[52] O=c1c2c3nc4ccccc4nc3n(CC3CCCO3)c2ncn1CCc1ccccc1 (stereo not drawn)
 : 1	8	105	1	2.9*	-1	1	8	8
[53] O=C(CSc1nc(Nc2ccccc2)nc(N2CCOCC2)n1)N1CCCC1
 : 1	1	104	1	1.1	-5	-4	-1	4
[54] COc1ccc(C(=O)N[C@H]2COC(C)(C)O[C@H]2c2ccccc2)cc1
 : 1	-9	130	0	1.1	1	-3	5	5
[55] CC(C)C(=O)c1cn(CC(=O)NCC2CCCO2)c2ccccc12 (stereo not drawn)
 : 0.98	3	93	-1	1.2	6	0	6	3
[56] Cc1cc(C)nc(N2CCCC(C(=O)NC(C)CCc3ccco3)C2)n1 (stereo not drawn)
 : 0.98	-16	92	-1	1.4	-7	0	13	5
[57] N#Cc1nc(COc2ccc(F)cc2)oc1NCCN1CCOCC1
 : 1	6	103	-5	1.1	.	-2	8	.
[58] CCN(C(=O)COc1ncnc2ccc(Br)cc12)C1CCS(=O)(=O)C1 (stereo not drawn)
 : 1	18	85	1	1	1	2	2	-2
[59] Brc1ccc(-c2nnc(-c3ccccc3Br)o2)cc1
 : 1	-3	73	-3	1.1	2	-7	8	5
[60] CCOC(=O)c1cc(C)n(-c2c(C)n(C)n(-c3ccccc3)c2=O)c1C
 : 0.98	-4	100	-2	1.1	6	6	2	5

# Laid out differently: results already given.
[59] Brc1ccc(-c2nnc(-c3ccccc3Br)o2)cc1
  Abs 340nm = 1; MKP-1 inh = -3; Her2 expr inh = 73; Hsp90 inh = -3; Fluor 339 460 = 1.1; JNK3 blocker = 2; Cdc25B block = -7; PKA inh = 8; ROCK2 blocker = 5

[60] CCOC(=O)c1cc(C)n(-c2c(C)n(C)n(-c3ccccc3)c2=O)c1C
  Abs 340nm = 0.98; MKP-1 inh = -4; Her2 expr inh = 100; Hsp90 inh = -2; Fluor 339 460 = 1.1; JNK3 blocker = 6; Cdc25B block = 6; PKA inh = 2; ROCK2 blocker = 5

# New compounds follow
# Second line of a record – Abs 340nm	MKP-1 inh	Her2 expr inh	Hsp90 inh	Fluor 339 460	JNK3 blocker	Cdc25B block	PKA inh	ROCK2 blocker
[61] N#C/C(=C\C1CC=CCC1)c1nc2ccccc2[nH]1 (stereo not drawn)
 : 0.99	-9	72	-3	1.4	-1	-1	9	6
[62] CC1(C)CC(=O)C2=C(C1)NC(SCC(=O)Nc1ccccc1)=C(C#N)C2c1ccco1 (stereo not drawn)
 : 1.1	-5	83	-3	1.1	-2	-9	6	3
[63] CCOc1ccc(C2=CS/C(=C(\C#N)c3nnc4n3CCCCC4)N2CC)cc1
 : 1.2	.	81	.	1	.	.	-4	.
[64] O=C(OCC(=O)N1CCCC1)c1ccccc1OCc1ccccc1
 : 0.98	2	88	-2	1	4	-6	2	1
[65] CN(c1ccc(C(=O)NCc2ccncc2)cc1)S(C)(=O)=O
 : 1	-6	82	-2	1.1	1	-2	-1	2
[66] Cn1cccc1C(=O)NS(=O)(=O)c1ccccc1Cl
 : 1	2	120	-3	1	-4	-16	-5	-2

# Not all compounds are listed. The share of hits here may be higher or lower than overall.
